Screens deposited in PubChem by several laboratories.
MEX-5 binding: C. elegans MEX-5 TCR-2 RNA binding activity; Q9XUB2; MEX-5/FITC-TCR2 RNA binding, fluorescence polarization; active compounds read low; activity score (negative = inhibition of binding), % at 10 µM; 0.38% of 300,000 active; AID 1832;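 active = inhibition past about -25% in most replicates, and total fluorescence under double the plate's negative control median, limit read from the data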;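 note: 0% = DMSO and -100% = 5 µM competing unlabeled TCR2 RNA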
GSTO1 counter: blocks human GSTO1 in RBBP9 counter-screen. P78417. recombinant GSTO1, activity-based probe fluorescence polarization. inhibition, % at 5.96 µM. 1.1% of 300,000 active. AID 1974;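 active = inhibition above the campaign mean inhibition plus 3 SD, cut at about 35% in these data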;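 note: 0% = GSTO1-1 with DMSO and 100% = wells lacking GSTO1-1 enzyme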
TPT1 inh: blocks Candida albicans tRNA 2'-phosphotransferase. inhibition, % at 5 µM. 0.81% of 300,000 active. recombinant caTPT1, FP RNA substrate dephosphorylation. AID 1962;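 active = inhibition above the mean of all tested compounds plus 3 SD, set per screening campaign, cut at about 24% in these data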;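 note: plate controls were DMSO alone for no effect and ferristatin control at 100 nM for full effect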
PAD4 FP inh: inhibitors of human PAD4; Q9UM07; recombinant PAD4, RCA probe fluorescence polarization; AID 485272; 0.41% of 330,000 active; inhibition, % at 6.36 µM;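 active = percent inhibition above a cutoff equal to the mean of all tested compounds plus 3 SD, cut at about 15% in these data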;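 note: 0% = PAD4 with RCA probe and DMSO and 100% = probe without PAD4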
Target sequence (Q9UM07 whole entry, looked up): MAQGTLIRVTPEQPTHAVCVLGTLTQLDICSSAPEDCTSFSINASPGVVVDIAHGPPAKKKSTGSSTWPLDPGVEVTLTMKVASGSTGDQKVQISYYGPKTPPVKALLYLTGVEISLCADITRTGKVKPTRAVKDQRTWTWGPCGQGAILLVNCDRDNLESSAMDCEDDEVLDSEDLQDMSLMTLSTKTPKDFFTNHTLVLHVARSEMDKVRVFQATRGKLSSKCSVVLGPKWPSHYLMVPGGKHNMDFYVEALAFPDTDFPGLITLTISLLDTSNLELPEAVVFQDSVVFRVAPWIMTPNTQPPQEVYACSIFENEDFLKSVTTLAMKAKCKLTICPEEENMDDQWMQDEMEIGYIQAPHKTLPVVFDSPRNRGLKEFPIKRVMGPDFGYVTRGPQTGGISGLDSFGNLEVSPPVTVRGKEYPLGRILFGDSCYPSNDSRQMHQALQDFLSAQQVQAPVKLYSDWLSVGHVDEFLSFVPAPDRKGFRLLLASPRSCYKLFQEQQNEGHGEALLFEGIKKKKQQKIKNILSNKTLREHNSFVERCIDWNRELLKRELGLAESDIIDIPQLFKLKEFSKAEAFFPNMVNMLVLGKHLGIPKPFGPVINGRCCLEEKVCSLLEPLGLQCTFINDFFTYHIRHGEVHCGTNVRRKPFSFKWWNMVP
Fam108B inh: counter-screen for RBBP9 inhibitors: inhibitors of mouse Fam108B | recombinant Fam108B, FP-Rh probe fluorescence polarization | inhibition, % at 9.51 µM | 0.33% of 300,000 active | AID 1947;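 active = inhibition above the screen mean inhibition plus 3 SD, computed separately per campaign, cut at about 18% in these data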;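 note: inhibitors lower polarization as less probe binds the enzyme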
PME-1 primary: PME-1 (human) inhibition. inhibition, % at 5.9 µM. recombinant PME-1, FP-Rh probe fluorescence polarization. 0.53% of 320,000 active. Q9Y570. AID 2130;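 active = inhibition above the campaign mean of all compounds plus 3 SD, cut at about 26% in these data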;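 note: competitive labeling of PME-1 active site by serine hydrolase directed probe; 0% = PME-1 with DMSO and 100% = wells lacking PME-1 enzyme; inhibitors block probe labeling so polarization falls and inhibition rises; many of its hits are not listed in these tables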
BCLXL inh: blocks human Bcl-xL binding to Bim BH3 peptide; Q07817; GST-Bcl-xL / FITC-Bim BH3 peptide fluorescence polarization; inhibition, % at 10.9 µM; 0.7% of 320,000 active; AID 2129;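 active = inhibition above the mean of all tested compounds plus 3 SD, cutoff set per campaign, cut at about 30% in these data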;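 note: 0% = DMSO wells and 100% = unlabeled Bim-BH3 peptide competitor; inhibitors lower millipolarization by displacing the labeled peptide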
GLD-1 RNA inh: GLD-1-TGE RNA interaction inhibition (C. elegans); inhibition, % at 5.96 µM; Q17339; 0.44% of 320,000 active; purified GLD-1 + fluorescein TGE RNA, fluorescence polarization; AID 2280;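 active = percent inhibition above a per-plate cutoff, the plate mean of test compounds plus 3 SD, cut at about 30% in these data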;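 note: 0% = DMSO wells with GLD-1 and probe and 100% = wells lacking GLD-1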
MCL1-BIM inh: inhibitors of human MCL1 binding to BIM-BH3 peptide. AID 2057. 0.68% of 320,000 active. Q07820. GST-MCL1 / FITC-Bim-BH3 fluorescence polarization. inhibition, % at 10.9 µM;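 active = inhibition above the mean inhibition of all tested compounds plus 3 SD, set per campaign, cut at about 40% in these data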;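 note: 0% = DMSO wells and 100% = unlabeled Bim-BH3 peptide control; higher means more loss of mP so more displacement of Bim peptide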
Target sequence (Q07820 whole entry, looked up): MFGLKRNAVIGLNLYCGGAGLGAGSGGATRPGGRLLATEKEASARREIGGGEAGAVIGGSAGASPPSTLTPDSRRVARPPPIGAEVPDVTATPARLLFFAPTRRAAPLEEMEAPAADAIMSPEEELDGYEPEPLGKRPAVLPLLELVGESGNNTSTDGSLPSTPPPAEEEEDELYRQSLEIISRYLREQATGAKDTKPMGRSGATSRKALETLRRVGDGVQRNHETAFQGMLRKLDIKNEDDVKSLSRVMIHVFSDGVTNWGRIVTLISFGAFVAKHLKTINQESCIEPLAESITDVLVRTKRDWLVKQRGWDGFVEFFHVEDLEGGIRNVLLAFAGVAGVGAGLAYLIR
Active calls of the source: *; · = no result given; + = active, no number.

SMILES	MEX-5 binding	GSTO1 counter	TPT1 inh	PAD4 FP inh	Fam108B inh	PME-1 primary	BCLXL inh	GLD-1 RNA inh	MCL1-BIM inh
N#CCCN1CCN(C2=NC(=O)/C(=C\c3cccs3)S2)CC1	-0.7	10.6	1.0	-4.3	6.5	-3.0	1.2	-4.7	0.2
CSc1nsc(SCC(=O)N2CCN(c3ccccc3)CC2)n1	0.6	-2.0	-0.9	-5.9	0.9	-1.5	-0.6	-1.4	-1.6
O=C(c1ccncc1)N1c2ccccc2Sc2ccccc21	1.8	15.4	-1.8	4.4	-0.1	-1.7	2.9	7.0	4.1
O=C(Nc1cccc(F)c1)Nc1ccnn1C1CCN(C(=O)c2cscn2)CC1	0.9	0.3	1.2	0.6	2.6	10.5	6.1	-2.8	1.1
Cc1cccc(OCc2nc3ccccc3c(=O)n2N)c1	3.1	4.5	1.9	2.1	-3.2	-1.3	0.2	-3.8	0.6
COc1ccccc1-c1nn(-c2ccccc2)cc1C(=O)NC1CC1	·	·	·	1.6	·	-1.2	0.8	1.6	-0.9
Cc1ccc(S(=O)(=O)Nc2ccsc2C#N)cc1	-0.8	5.5	4.4	-2.5	-0.8	9.7	6.7	2.0	2.4
CCOC(=O)c1cc(-c2ccccc2)n(CCC(=O)N2CCN(c3ccccn3)CC2)c1C	-1.2	-6.7	1.3	-2.3	-0.9	13.2	-4.0	-3.9	-6.4
O=S(=O)(c1ccc(NC(=S)Nc2ccccc2)cc1)N1CCOCC1	-0.4	-9.1	-1.2	1.0	4.3	5.0	1.9	1.0	5.7
CC(C)CN(C(=O)CN1CCN(S(=O)(=O)c2ccccc2)CC1)c1c(N)n(CC(C)C)c(=O)[nH]c1=O	-0.5	-0.4	-0.3	-1.1	-1.4	-4.3	0.6	-2.1	-7.4
O=C(CCSc1nc2ccccc2s1)N/N=C/c1c(O)ccc2ccccc12	-46.4*	-0.5	3.0	3.0	-2.8	-1.1	0.7	-3.0	2.4
CCOc1ccc(-n2ccnc(SCC(=O)NC3CCCC3)c2=O)cc1	-0.3	3.4	-2.4	0.9	5.7	4.3	3.9	2.8	0.3
Cc1ccc(C(=O)Nc2cc(=O)n(C)c(=O)n2C)o1	2.3	-7.6	-1.8	-2.0	-1.1	1.2	-0.1	7.7	2.5
Cc1nn(Cc2ccc(Cl)cc2)c(C)c1NC(=O)c1c(-c2ccccc2)noc1C	2.0	8.6	-0.2	0.3	2.8	5.2	4.7	-3.2	7.1
CN(C)CCN(C(=O)c1cc(Cl)sc1Cl)c1nc2ccc(F)cc2s1	1.9	-0.6	1.2	-0.7	-2.8	-1.0	4.4	1.3	1.0
CC(C)COc1cccc(C(=O)NNC(=O)C2COc3ccccc3O2)c1 (stereo not drawn)	-1.3	1.2	2.3	-3.4	-2.5	1.2	-0.2	0.1	-0.3
Cc1cccc2nc3ccccc3nc12	-2.7	-0.8	-5.6	-4.7	-5.3	-0.7	0.9	-3.7	-5.1
CCOC(=O)c1ccc(NC(=O)CCC(=O)OC)cc1	-1.1	-6.0	-3.4	1.2	2.4	-6.0	2.1	3.8	0.1
Cc1cc(NC(=O)/C=C/c2ccccc2)c(C(C)C)cc1O	0.3	0.0	-2.2	5.5	3.4	-4.8	5.2	6.0	-3.2
CC1CCCCC1NC(=O)CCN1C(=O)C2C3C=CC(C3)C2C1=O (stereo not drawn)	2.0	-7.1	-0.5	1.9	-1.7	-4.5	-0.4	-6.3	-4.1
O=c1cc(CO)oc(C(Nc2ccccn2)c2ccc(F)cc2)c1O (stereo not drawn)	-3.4	12.9	1.5	2.0	3.3	-0.5	7.2	0.3	36.9
CC(C)(Cc1cccc(CC(C)(C)C(=O)O)c1)C(=O)O	2.1	1.5	0.0	-1.8	-0.1	0.8	0.6	-2.8	3.9
CC(Oc1ccc2c3c(c(=O)oc2c1)CCC3)C(=O)NC1CCN(Cc2ccccc2)CC1 (stereo not drawn)	0.9	-2.3	-1.3	1.5	-2.3	2.8	3.1	0.0	3.5
Cc1[nH]n(C(N)=S)c(=O)c1N=Nc1cccc(C(F)(F)F)c1	1.5	-17.8	-7.6	-6.2	0.8	-0.6	1.4	3.6	0.5
CCOC(=O)c1ccc(N2CN(CCc3ccccc3)CNC2=S)cc1	0.5	-3.7	-4.2	3.3	-4.0	-1.4	3.7	-0.2	11.1
O=C(CN1CCCN(Cc2ccc(F)cc2Cl)C1=O)NCc1ccccc1	1.5	9.0	-0.3	-0.5	3.1	3.1	4.4	1.1	-2.8
CC(C)(C)OC(=O)NCCCCCNC(=O)c1[nH]cnc1C(=O)Nc1ccc(Cl)cc1	·	·	·	2.0	·	-40.5	7.9	10.4	7.0
Cn1c(=O)c(C#N)c(-c2ccc(F)cc2)c2cc(C(=O)c3cc(Cl)cc(Cl)c3O)cnc21	1.0	23.1	-1.2	3.6	22.4*	63.4*	7.7	-0.3	15.1
CCc1nnc(NC(=O)c2ccc(S(C)(=O)=O)cc2)s1	0.6	12.4	0.0	-2.7	0.2	1.3	-8.5	6.6	-6.2
CCc1sc(C(=O)N2CCN(c3ncccn3)CC2)cc1Br	0.3	-7.3	-0.3	3.5	-1.3	6.2	6.6	-2.1	3.0
Cc1cccc(OCc2nnc(SCC(=O)Nc3cc(C)on3)n2C)c1	-1.8	11.2	-4.6	0.3	8.4	2.4	3.0	-3.8	14.0
COc1ccc(C2CC(c3ccc(F)cc3)n3nc(NC(=O)c4ccco4)nc3N2)cc1 (stereo not drawn)	0.9	-7.7	-1.3	1.7	0.9	-2.3	6.0	1.8	13.7
O=C(c1ccc([N+](=O)[O-])s1)N1CCc2ccccc2C1	0.3	3.5	0.0	-6.2	-2.4	4.2	10.4	6.5	11.3
CCCNC(=O)c1ccccc1NC(=O)c1cccc(-n2cnnn2)c1	·	·	·	-0.9	·	5.0	0.8	-2.6	0.2
O=C(NC1CC2CCCC(C1)N2CC(=O)N1CCCc2ccccc21)C1CCCCC1 (stereo not drawn)	-2.8	-0.9	-6.3	2.0	0.0	-0.1	2.6	1.3	5.5
Cc1onc(-c2ccccc2Cl)c1C(=O)Nc1ccc(Br)cc1	-0.3	-0.7	1.0	-10.2	-2.4	11.1	0.9	-4.4	5.8

MEX-5 binding: hit marks shown above.
Compound | MEX-5 binding | TPT1 inh | PAD4 FP inh | PME-1 primary | BCLXL inh | GLD-1 RNA inh | MCL1-BIM inh
O=C(CCSc1nc2ccccc2s1)N/N=C/c1c(O)ccc2ccccc12 | -46.4* | 3.0 | 3.0 | -1.1 | 0.7 | -3.0 | 2.4

(further entries)
SMILES	MEX-5 binding	GSTO1 counter	TPT1 inh	PAD4 FP inh	Fam108B inh	PME-1 primary	BCLXL inh	GLD-1 RNA inh	MCL1-BIM inh
CNC(=O)C1CCN(S(=O)(=O)c2c(C)noc2/C=C/c2ccccc2F)CC1	1.4	2.6	3.5	5.9	2.0	-0.6	-0.9	4.5	1.0
O=C(Nc1ccc2c(c1)OCO2)C1CC(c2ccc(Cl)cc2)=NO1 (stereo not drawn)	-1.4	-4.5	-2.4	1.9	1.0	3.7	4.3	4.2	-8.9
CCCc1cc(-n2ccnc2C)n2c(nc3ccccc32)c1C#N	5.7	-8.3	5.9	-3.6	-0.6	-0.2	4.5	2.8	6.7
O=C(NNC(=O)c1ccco1)c1csc(N2CCOCC2)n1	-19.5	6.5	2.4	-2.2	-0.2	-2.4	-2.4	-2.3	-1.6
O=C(O)C(Cc1c[nH]c2ccccc12)NS(=O)(=O)c1cccc(Cl)c1Cl (stereo not drawn)	1.7	7.9	1.5	-2.1	4.5	1.9	2.9	-2.2	-4.3
N#CC(C#N)=C1c2cc(S(=O)(=O)NCCO)ccc2-c2ccc(S(=O)(=O)NCCO)cc21	-2.6	6.3	-0.6	-2.1	-0.7	2.1	5.2	4.6	2.5
C=CCn1cc(/C=C2\SC(N3CCOCC3)=NC2=O)c2ccccc21	-2.4	0.8	3.5	-6.1	0.3	4.1	6.7	-9.7	5.0
NC(=O)C[n+]1cccc2ccccc21	-35.9*	2.2	-62.1	0.3	0.7	-2.8	184.7*	15.9	+
COc1ccc(-n2c(=O)c3ccccc3n(CC(=O)NC3CCCCC3)c2=O)cc1	0.3	3.0	-1.9	1.1	0.0	-3.7	6.2	6.7	4.6
C[C@@H]1CC[C@H]2C(=O)N3[C@@H](CC[C@@H](C)[C@@H]3c3ccc(Br)cc3)C(=O)N2[C@H]1c1ccc(Br)cc1	-0.4	7.1	-2.5	1.4	0.4	5.3	6.8	9.2	6.0
CCOCCCNC(=O)/C=C1\Sc2ccccc2N(Cc2ccccc2F)C1=O	-0.8	-28.2	-1.9	0.5	4.1	5.7	4.3	1.7	0.5
Cc1cccc(C)c1OCc1cc(C(=O)N(C)CCc2ccccn2)no1	-0.1	4.6	-0.3	0.8	4.3	3.1	2.1	-1.3	5.8

Copied from the list:
For TPT1 inh, O=C(Nc1ccc2c(c1)OCO2)C1CC(c2ccc(Cl)cc2)=NO1 (stereo not drawn) is listed with -2.4
For PAD4 FP inh, N#CC(C#N)=C1c2cc(S(=O)(=O)NCCO)ccc2-c2ccc(S(=O)(=O)NCCO)cc21 is listed with -2.1
For PAD4 FP inh, O=C(O)C(Cc1c[nH]c2ccccc12)NS(=O)(=O)c1cccc(Cl)c1Cl (stereo not drawn) is listed with -2.1
For PAD4 FP inh, CCCc1cc(-n2ccnc2C)n2c(nc3ccccc32)c1C#N is listed with -3.6
For GSTO1 counter, C[C@@H]1CC[C@H]2C(=O)N3[C@@H](CC[C@@H](C)[C@@H]3c3ccc(Br)cc3)C(=O)N2[C@H]1c1ccc(Br)cc1 is listed with 7.1

The list goes on:
SMILES	MEX-5 binding	GSTO1 counter	TPT1 inh	PAD4 FP inh	Fam108B inh	PME-1 primary	BCLXL inh	GLD-1 RNA inh	MCL1-BIM inh
N#Cc1ccccc1COC(=O)c1cccnc1N	-1.2	3.0	5.0	0.1	-4.3	3.1	1.9	1.1	2.2
Cc1ccc(N(C(=O)CNC(=O)c2ccco2)C(C(=O)NC2CCCCC2)c2ccncc2)c(C)c1 (stereo not drawn)	-0.4	0.4	-1.5	-1.3	4.1	-1.8	-2.8	3.3	-4.6
O=C(COC(=O)c1ccc(Br)o1)Nc1nc2ccccc2s1	-0.8	6.0	2.6	-4.8	-5.3	-1.9	-3.4	-0.7	-2.0
COc1ccc(C(C)=O)cc1COC(=O)c1ccc2c(c1)OCO2	0.4	2.5	1.6	-3.5	-4.3	-5.5	3.6	5.0	2.1

Some of the entries so far, with bars between the fields.
Molecule | MEX-5 binding | GSTO1 counter | TPT1 inh | PAD4 FP inh | Fam108B inh | PME-1 primary | BCLXL inh | GLD-1 RNA inh | MCL1-BIM inh
Cc1ccc(N(C(=O)CNC(=O)c2ccco2)C(C(=O)NC2CCCCC2)c2ccncc2)c(C)c1 (stereo not drawn) | -0.4 | 0.4 | -1.5 | -1.3 | 4.1 | -1.8 | -2.8 | 3.3 | -4.6
O=C(COC(=O)c1ccc(Br)o1)Nc1nc2ccccc2s1 | -0.8 | 6.0 | 2.6 | -4.8 | -5.3 | -1.9 | -3.4 | -0.7 | -2.0

Not all compounds are listed, so the mix of outcomes need not match the whole.
